TDP1 cell CPT: DT40-hTDP1 cell growth loss with CPT; chicken DT40 Tdp1-/-;hTDP1 cells + 20 nM CPT, ATP luminescence, 48 h; 420,000 compounds, 12% hits; Potency, µM (titrated, usually from 46.2 µM), for the others: at the highest dose activity change, negative = growth inhibition, hits mostly inhibitors; note: nearly all actives have a fitted effect of over 55% in size
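Chicken DT40 Tdp1-/- cells stably complemented with human TDP1 were seeded at 400 cells/well in medium containing 20 nM camptothecin, exposed to pin-transferred compounds, and grown at 37 °C for at least 48 hr. Viability was read as ATP luminescence.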
TDP1 cell noCPT: qHTS for Inhibitors of human tyrosyl-DNA phosphodiesterase 1 (TDP1): qHTS in cells in absence of CPT; 420,000 compounds, 15% hits; DT40 Tdp1-/- hTDP1 cells, no CPT, ATP luminescence, 48 h; Potency, µM (doses to about 46.2 µM), for the others: at the highest dose activity change, negative = growth inhibition, hits mostly inhibitors; note: nearly all actives have a fitted effect of over 55% in size
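Compound effects on proliferation are scored in DT40 Tdp1-/-;hTDP1 cells in the absence of CPT. ATP levels (CellTiter-Glo luminescence) are recorded after a ≥48 hr, 37 °C incubation.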
GCN5L2 inh: GCN5L2 (KAT2A) acetyltransferase inhibition | Q92830 | GCN5L2 HAT assay, ThioGlo1 CoA-SH fluorescence | 390,000 compounds, 0.21% hits | Potency, µM (highest dose often 58.9 µM), for the others: at the top dose activity change, negative = inhibition, actives largely listed as inhibitors
Target sequence (Q92830 whole entry, looked up): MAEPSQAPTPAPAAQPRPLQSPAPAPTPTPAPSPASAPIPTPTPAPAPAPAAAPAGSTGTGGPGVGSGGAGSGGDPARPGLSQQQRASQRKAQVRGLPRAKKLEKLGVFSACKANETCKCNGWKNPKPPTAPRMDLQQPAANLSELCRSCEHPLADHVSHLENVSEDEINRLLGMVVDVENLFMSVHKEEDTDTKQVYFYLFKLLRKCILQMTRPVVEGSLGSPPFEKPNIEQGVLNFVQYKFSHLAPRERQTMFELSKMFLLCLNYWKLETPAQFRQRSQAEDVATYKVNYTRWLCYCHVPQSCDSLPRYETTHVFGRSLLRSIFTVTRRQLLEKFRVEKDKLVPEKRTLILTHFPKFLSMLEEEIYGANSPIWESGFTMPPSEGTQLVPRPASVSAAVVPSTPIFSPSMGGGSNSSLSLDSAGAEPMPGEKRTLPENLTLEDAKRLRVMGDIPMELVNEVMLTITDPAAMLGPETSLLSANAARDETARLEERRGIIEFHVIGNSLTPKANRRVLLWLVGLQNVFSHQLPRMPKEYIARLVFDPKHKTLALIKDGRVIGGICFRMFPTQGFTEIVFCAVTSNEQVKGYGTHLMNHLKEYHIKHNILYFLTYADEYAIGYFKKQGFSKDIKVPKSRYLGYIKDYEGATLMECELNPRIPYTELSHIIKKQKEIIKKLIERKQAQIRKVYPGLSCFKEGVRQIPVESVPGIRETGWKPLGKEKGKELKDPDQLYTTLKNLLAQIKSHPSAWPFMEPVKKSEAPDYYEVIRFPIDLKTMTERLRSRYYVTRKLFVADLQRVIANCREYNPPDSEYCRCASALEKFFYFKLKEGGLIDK
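ThioGlo1-coupled HAT assay: 20nM GCN5L2, 70uM acetyl-CoA, 75uM H3(1-25) peptide, pH 7.5. Fluorescence read at 340/540nm at start and after 20 min at room temperature.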
Starred values were filed as active, the others as inactive; ? = inconclusive; . = not tested or not shown; [ ] = remark or other dose. Calls come from the whole dose curve; as a rule, active = well fitted curve in the direction sought with a large enough effect; inconclusive = small, poorly fitted or top-dose-only effect, or another doubt; inactive = no such curve, though single readings can be large; an effect the other way counts as inactive or inconclusive. % is set by controls: 0 for no effect and ±100 for the full control effect; potency is the fitted concentration of half-maximal effect. The order is random, and some 18% of all compounds hit somewhere here.

SMILES	TDP1 cell CPT	TDP1 cell noCPT	GCN5L2 inh
N#Cc1cccc(C(c2nnnn2CCc2ccccc2)N2CCN(C3CCCCC3)CC2)c1 (centres undefined)	?	18µM*	-8%
COc1cccc(Cn2c(SCc3ccc(C(=O)N4CCCCC4)cc3)nc3ccncc32)c1	?	21µM*	-6%
O=C(CSC1=N/C(=C/c2ccco2)C(=O)N1c1ccc(OC(F)F)cc1)NC1CCS(=O)(=O)C1 (centres undefined)	1%	-27%	-8%
Cc1sc2nc(C(C)C)nc(SCC(=O)N3c4ccccc4CC3C)c2c1C (centres undefined)	?	?	3%
COc1ccc(N2CCN(C(=O)c3ccc(-c4nc5ccccc5s4)o3)CC2)cc1	16µM*	12µM*	4%
C[C@H](CO)N1C[C@H](C)[C@@H](CN(C)S(=O)(=O)c2ccccc2)Oc2c(NC(=O)C3CCCCC3)cccc2C1=O	?	23µM*	-5%
CCOc1ccccc1CN1CCN(S(=O)(=O)CC)CC1	-2%	-19%	8%
CCC(C(=O)N1CCN(c2cc(Cl)ccc2C)CC1)n1nc(C)c2sc3ccccc3c2c1=O (centres undefined)	-3%	-17%	-2%
c1ccc(-c2csc(Nc3cccnc3)n2)cc1	-18%	?	-7%
CC1(CCc2ccccc2)NC(=O)N(Cc2cc([N+](=O)[O-])cc3c2OCOC3)C1=O (centres undefined)	-12%	-4%	-1%
COC(=O)c1ccc(C(=O)N(Cc2ccccc2)c2ccccc2)cc1	?	?	-34%
O=[N+]([O-])c1ccc(-c2nnc3n2CCCCC3)cc1	-30%	9%	-27%
CCOC(=O)N1CCN(c2nc3ccccn3c(=O)c2C=O)CC1	15µM*	?	-30%
COc1cc(/C=N/Nc2ccc(C(=O)O)cc2)ccc1O	1%	10%	-21%
Cc1ccccc1CNC(=O)c1ccc2nc([C@@H]3O[C@H](CO)[C@H](O)[C@H](O)[C@H]3O)[nH]c2c1	3%	-6%	.
CCC(c1nnnn1C1CCCC1)N(Cc1cccs1)Cc1cc2cccc(C)c2[nH]c1=O (centres undefined)	21µM*	18µM*	-9%
CCOc1cc(/C=C2/C(=O)N(c3ccccc3)N=C2C)ccc1OC(=O)c1cccs1	?	-24%	-6%
COc1cc2c(cc1OC)CN(C(=O)c1ccc3nc[nH]c3c1)CC2	3.3µM*	3.3µM*	0%
COc1ccc(/C=N/n2c(SC)nnc2-c2ccccc2)c(OC)c1OC	3.3µM*	2.1µM*	-4%
CC(C)C#Cc1ccc2c(c1)O[C@@H](CN(C)C(=O)c1cnccn1)[C@@H](C)CN([C@@H](C)CO)S2(=O)=O	?	?	.
CC(C)=CCC/C(C)=C/Cc1c(O)ccc(C(=O)/C=C/c2ccc(O)cc2)c1O	?	21µM*	-15%
NC(=O)c1cc(NC(=O)c2cc(Br)c(Br)s2)cc(C(N)=O)c1	2%	5%	-19%
CCCCCCSc1nc(O)c(C2OC(=O)c3c2ccc(OC)c3OC)c(=O)n1CC (centres undefined)	-22%	-2%	-9%
CCOC(=O)c1cncc(NC(=O)c2ccccc2)c1	-29%	-26%	2%
C=C[C@]1(C)C=C2C(=O)C[C@H]3C(C)(C)CCC[C@]3(C(=O)O)[C@@]2(O)CC1	0%	21%	.

Quoted at random: four entries already listed, in no set order.
SMILES	TDP1 cell CPT	TDP1 cell noCPT	GCN5L2 inh
CCOC(=O)c1cncc(NC(=O)c2ccccc2)c1	-29%	-26%	2%
CCOC(=O)N1CCN(c2nc3ccccn3c(=O)c2C=O)CC1	15µM*	?	-30%
COc1cc(/C=N/Nc2ccc(C(=O)O)cc2)ccc1O	1%	10%	-21%
O=[N+]([O-])c1ccc(-c2nnc3n2CCCCC3)cc1	-30%	9%	-27%

Of the compounds above, these contain a furan ring, fused or not:
SMILES	TDP1 cell CPT	TDP1 cell noCPT	GCN5L2 inh
O=C(CSC1=N/C(=C/c2ccco2)C(=O)N1c1ccc(OC(F)F)cc1)NC1CCS(=O)(=O)C1 (centres undefined)	1%	-27%	-8%
COc1ccc(N2CCN(C(=O)c3ccc(-c4nc5ccccc5s4)o3)CC2)cc1	16µM*	12µM*	4%

Further records
SMILES	TDP1 cell CPT	TDP1 cell noCPT	GCN5L2 inh
CCN1C(=O)[C@H]2[C@@H](c3ccc(-c4cccc(Cl)c4)cc3)N[C@@](CC(C)C)(C(=O)OC)[C@H]2C1=O	18µM*	12µM*	-8%
O=C(CCCn1c(SCC(=O)c2ccc(Cl)cc2)nc2ccccc2c1=O)NCc1ccco1	-23%	?	15%
COc1ccc(CNC2c3ccccc3-c3ccccc32)cc1OC	-2%	?	-8%
CCOc1cccc(C2CC(=O)Nc3cc(OC)c(OC)cc32)c1 (centres undefined)	?	?	3%
Cc1ccc(OCCCC(=O)N(C)CC(=O)Nc2ccccc2Br)cc1	-13%	-18%	0%
CC1CCc2[nH]c3ccc(C(=O)N(C)CC(=O)Nc4ccccc4C(F)(F)F)cc3c2C1 (centres undefined)	?	?	-7%
C[C@H](N)c1nnc(SCC(=O)c2ccc(Cl)cc2)o1	4%	-1%	-1%
NC(=O)N/N=C/c1cc(Br)ccc1OC(=O)c1ccccc1	-16%	0%	1%
COc1ccc(S(=O)(=O)CCC(=O)N2CCN(c3ccccc3F)CC2)cc1	-7%	?	-5%
COc1ccc(CCC(=O)Nc2ccc(-c3noc(-c4ccc(OC)c(OC)c4)n3)cc2)cc1	-28%	?	-4%
Cc1nn(Cc2ccccc2)c(C)c1NC(=O)c1cc2nc(-c3ccco3)cc(C(F)(F)F)n2n1	?	?	-3%
Cc1ccc(Cl)cc1N1CCN(S(=O)(=O)c2cc(Br)cc3c2N(C(=O)C2CC2)CC3)CC1	-23%	-21%	2%
O=C(Cn1nnc(-c2cccc(C(F)(F)F)c2)n1)N1CCCCCC1	?	?	-5%[0.501 µM]
CCOc1ccc(-n2c(=O)c3c4c(sc3n(Cc3cccc(C)c3)c2=O)CCCC4)cc1	-3%	-27%	-2%
Cc1cc(=O)[nH]c2ccc(S(=O)(=O)Nc3ccccc3)cc12	-21%	-3%	-5%
CC(C)C(=O)Nc1ccc(C(=O)N/N=C/c2cc(Br)cc(Br)c2O)cc1	7.3µM*	13µM*	-20%
O=C(NCc1ccc2c(c1)OCO2)Nc1cccc(Cl)c1	-5%	-2%	1%
CCN1CCN(c2nc(-c3ccccc3)c3ccccc3n2)CC1	?	?	-10%
FC(F)Oc1ccc(NC(=S)NCc2cccnc2)cc1	4%	-3%	8%
Cc1cc(C(=O)COC(=O)c2csc3c2CCCC3)c(C)n1C	?	?	0%
CCCNC(=O)CN1C(=O)c2cccnc2Sc2ccccc21	6%	2%	-3%
CC(C)NC(=O)CSc1nnc(C2CC2)n1-c1ccccc1	2%	-3%	-7%
O=C(CCNC(=O)c1ccccc1Cl)NCC(c1ccc(F)cc1)N1CCOCC1 (centres undefined)	2%	-1%	0%
COc1ccc(C(C(=O)NC2CCCCC2)N(C(=O)c2sc(C)nc2C)c2ccccc2)cc1 (centres undefined)	9%	-24%	-2%
Cc1ccc2c(n1)CC(C)(C)CC2=O	0%	0%	-10%

Next results follow:
SMILES	TDP1 cell CPT	TDP1 cell noCPT	GCN5L2 inh
O=S(=O)(NCC(Nc1ccccc1)c1ccccc1)c1ccc(Cl)cc1 (centres undefined)	?	29µM*	-15%
CC(C)C(=O)Nc1ccc(NC(=S)NC(=O)c2ccccc2F)cc1	-25%	-14%	?
CC(=O)Nc1cccc(-c2csc(Nc3ccc(Cl)cn3)n2)c1	23µM*	?	-4%
FC(F)(F)c1ccc(Cl)c(N/N=C/c2ccc(N3CCOCC3)s2)c1	-22%	?	-21%
N#Cc1ccc(S(=O)(=O)NCCc2ccncc2)cc1	?	-7%	.
COc1cc(NC(=O)CN2C(=O)COc3ccccc32)cc(OC)c1	-16%	-10%	.
COc1cc(C2CC(=O)Nc3n[nH]c(-c4ccccc4)c32)cc(OC)c1OC (centres undefined)	8.2µM*	15µM*	-16%
Cc1cccc(N(CC(=O)Nc2ccccc2C(F)(F)F)S(=O)(=O)c2ccccc2)c1C	16µM*	15µM*	-18%
C[C@H]1[C@H]2CC[C@H]3C4CC=C5C[C@@H](N(C)C)CC[C@]5(C)C4CC[C@]23CN1C (some centres undefined)	?	?	10%[0.501 µM]
O=C(CN1C(=O)NC2(CCCC2)C1=O)OCc1cccc(Br)c1	?	?	1%
CCOC(=O)c1ccc(N2C(=O)CC(Nc3ccc(CCO)cc3)C2=O)cc1 (centres undefined)	-8%	4%	-7%
C=C(C)Cn1c(C(C)NC(=O)CCC)nc2ccccc21 (centres undefined)	?	?	-3%
CCOc1ccc(C(=O)CCC(=O)NNC(=O)CCN2CCN(c3ccccc3)CC2)cc1	-13%	-4%	2%
O=C(N/N=C/c1ccc(Sc2nc3ccccc3s2)c([N+](=O)[O-])c1)c1ccccn1	-19%	-24%	-3%
O=C(c1ccc2c(c1)OCO2)c1cn(Cc2ccc(Cl)cc2)c2ccc(F)cc2c1=O	?	21µM*	-13%
C[C@@H]1CN([C@H](C)CO)C(=O)CCCn2nncc2CO[C@H]1CN(C)S(=O)(=O)c1ccc(C#N)cc1	6%	-5%	.
O=C(N/N=C/c1ccncc1)c1cccc(NC(=O)c2ccc(Cl)cc2)c1	-6%	1%	3%
NC(=O)N/N=C/c1ccc(OCc2cccc(Cl)c2)cc1	1%	1%	-8%
N=C1C(c2ccc(Br)cc2)=C(O)C2CCc3ccccc3N12 (centres undefined)	?	?	-5%
Cc1occc1C(=O)N1CCN(c2ccc([N+](=O)[O-])cc2)CC1	?	?	-8%
NC(=O)C(=O)N/N=C1\CCc2ccccc21	-9%	-1%	-4%
CCOc1ccc(S(=O)(=O)N2CCC(N3CCN(Cc4ccc(F)cc4)C(=O)C3=O)CC2)cc1	?	?	-4%
O=C(NCc1ccccc1Cl)c1ccc(S(=O)(=O)NCc2ccco2)cc1	-4%	-3%	2%
CN(CC(=O)Nc1ccc(F)c(F)c1F)C(=O)C1CCCC1	-3%	-5%	-10%
COc1ccc(C(=O)Nc2cccc3c2CCCC3)c(OC)c1	-28%	?	.

(listing goes on)
SMILES	TDP1 cell CPT	TDP1 cell noCPT	GCN5L2 inh
Cc1c(OCc2ccc([N+](=O)[O-])cc2)ccc2c3c(c(=O)oc12)CCC3	-13%	?	0%
O=C(Oc1ccc(Oc2ccccc2)cc1)N1CCC(O)CC1	-18%	?	-9%
O=C(CCS(=O)(=O)c1ccccc1)Nc1ccc(-c2nc3ccccc3s2)cc1	11%	-6%	28%
CCCCCNCc1ccc(Br)cc1	-19%	-24%	-19%
CN(C(=O)C1CC1)c1ccccc1	3%	3%	.
Cc1ccccc1CN1C[C@@H]2C[C@@H](c3cn[nH]c3-c3ccc(F)cc3)N3CCC[C@@]23C1=O	18µM*	21µM*	-7%
Cc1onc(-c2c(F)cccc2Cl)c1C(=O)N=C(N)N1CC(C)OC(C)C1 (centres undefined)	-3%	?	-9%
Cc1cccc(C(=O)NNC2=C(C(=O)C(F)(F)F)CCC2)c1O	6.5µM*	13µM*	-8%
CN(C)S(=O)(=O)c1cc(NC(=O)COC(=O)/C=C/c2ccco2)ccc1Cl	-31%	-26%	-11%
O=C(c1ccccc1)c1ccc(O)cc1O	-23%	-22%	-7%
CC1CC(NC(=O)/C=C/C(=O)O)CC(C)(C)C1 (centres undefined)	5%	-13%	-4%
CCOC(=O)c1ccc(CSc2nnc(-c3ccncc3)n2N)cc1	-8%	-20%	.
CCCCCC(=O)N/N=C/c1cccs1	-13%	-9%	-1%
Cn1c(=O)n(CCc2ccccc2)c(=O)c2c1nc1n2CCCN1CCc1ccccc1	12µM*	7.3µM*	-1%
OC(c1ccc(Cl)c(F)c1)c1ncc(-c2ccc(Oc3ccccc3)cc2)[nH]1 (centres undefined)	23µM*	?	.
CN(C)NC(=S)Nc1cccc(Cl)c1	-4%	-13%	1%
O=C1OCc2ccc(NC(=O)C3CC3)cc21	6%	3%	2%
Cc1cc(C)cc(NC(=O)C2CCCN(c3cnccn3)C2)c1 (centres undefined)	?	?	-7%

Three entries from above, with bars between the fields.
Molecule | TDP1 cell CPT | TDP1 cell noCPT | GCN5L2 inh
O=C1OCc2ccc(NC(=O)C3CC3)cc21 | 6% | 3% | 2%
Cc1ccccc1CN1C[C@@H]2C[C@@H](c3cn[nH]c3-c3ccc(F)cc3)N3CCC[C@@]23C1=O | 18µM* | 21µM* | -7%
CCOC(=O)c1ccc(CSc2nnc(-c3ccncc3)n2N)cc1 | -8% | -20% | .

Screens: PubChem BioAssay, National Center for Advancing Translational Sciences (NCATS)
